Assay outcomes (PubChem)
NCI-60 one-dose screen, 48 h, at 10 µM unless noted. Numbers give growth in % (100 = growth as untreated, 0 = no growth, -100 = all killed).
MDA-MB-468: MDA-MB-468 breast cancer; actives 8.5% (n = 78,000); AID 2202374
MOLT-4: MOLT-4 leukemia cells; actives 6.9% (n = 80,000)
MDA-MB-231: MDA-MB-231 breast cancer; AID 1794789; actives 5% (n = 81,000)
BT-549: BT-549 breast cancer. actives 4.4% (n = 78,000)
K-562: K-562 leukemia | actives 7.4% (n = 78,000) | AID 1794777
SR: SR leukemia cells; actives 8.7% (n = 73,000)
MDA-MB-435: MDA-MB-435 melanoma; actives 7.8% (n = 82,000)
MCF7: MCF7 breast cancer; actives 6.3% (n = 82,000); AID 1794796
* hit, by the source's call; . = no result given; & = joins results of further samples; [ ] = dose if it differs, or a comment. How the source made its calls: active means growth percent below 10; inactive means the rest.

SMILES	MDA-MB-468	MOLT-4	MDA-MB-231	BT-549	K-562	SR	MDA-MB-435	MCF7
C/C(=N\Nc1ccc(S(N)(=O)=O)cc1)c1ccc(N=Nc2c(Nc3ccccc3)[nH][nH]c2=O)cc1	-36*	.	-31*	.	.	.	-14*	-31*
CCN(CC)CCN(CCN(CC)CC)c1ccccc1	92	90	90	54	93	111	103	100
C[N+]1=C(/C=C/c2ccc(O)cc2)C(C)(C)c2ccccc21	96	91	95	105	93	81	99	105
CN1CC(c2nc3ccccc3[nH]2)CC1=O (centres undefined)	110	.	97	113	.	.	100	87
C[C@@H]1CCCCCCCCC[C@H](OC(=O)CCC(=O)O)C(=O)/C=C/C(=O)O1	76	81	92	85	68	82	100	71
c1ccc(SSc2ccccc2)cc1	92&99	95&79	109&104	95&100	108	36&97	95&107	91&96
CCCC(=O)NC(c1cccc(N(C)C)c1)c1cc(C)c2cccnc2c1O (centres undefined)	25	23	48	78	35	22	78	35
COc1cc(CCC(N)c2cccc(O)c2)cc(OC)c1OC (centres undefined)	116	99	84	99	101	104	120	98
O=C(Nc1nc(-c2ccc(Br)cc2)cs1)c1cc(-c2ccc(Br)cc2)nc2ccccc12	64	53	69	63	40	52	91	53
COc1ccc(-c2nnc(-c3ccc4c(c3)nc(-c3ccc(OC)cc3)n4C3CCCCC3)o2)cc1	116	73	94	84	70	63	94	87
Cc1cc(C)cc(C(C)(C)C)c1	95	107	110	110	101	.	98	99
COc1ccc2c(c1)c(-c1nc(-c3c[nH]c4c(Cl)nccc34)cs1)cn2C	-23*	85	52	99	91	32	98	8.4*
COc1ccc(-c2nn([C@H]3CC(=O)[C@@H]4OC[C@H]3O4)c(=S)n2C)cc1	102	91	115	111	19	29	107	86
CCN1CCN(Cc2ccc(NC(=O)Nc3nc4ccc(Oc5ccnc(C(=O)NC)c5)cc4s3)cc2C(F)(F)F)CC1	-66*	.	-78*	-69*	.	.	-37*	-39*
CC(=O)Nc1ccc(-c2cn(-c3cccc(C(=O)Nc4cc(Cl)cc(Cl)c4)c3)nn2)cn1	107	103	109	128	51	92	130	102
c1ccc2nc3c4ccccc4c4ccccc4c3nc2c1	101	107	82	109	102	95	107	71
CCCCCCCC(=O)NO	101&91	96&110	83&108	110&97	115&110	112&102	95&104	112&108
COc1ccc(/C=C2\CCCCC3=C2N=C2SC(C)=CN2C3c2ccc(OC)c(OC)c2)cc1OC (centres undefined)	78	83	102	93	83	100	93	96
COc1ccc(C(=N)c2ccc(N(C)C)cc2)cc1	36	69	81	79	31	39	12	88
O=C(Nc1cccnc1Nc1ccc(Cl)cc1)c1cn(Cc2ccc(F)cc2)nn1	100	106	84	88	108	106	97	93
O=S1(=O)CCN(Cc2ccncc2)CC1	.	125	150	86	127	125	99	102
Cc1cc(N/N=C/c2nc(-c3ccc(Cl)cc3)oc2C)c2cc(Br)ccc2n1	-37*	15	70	94	0.0*	4.2*	-39*	-78*
C=C1CCCC(C)(C)[C@@H]1CC/C(C)=C/CC[C@@H]1[C@@]2(C)CCCC(C)(C)C2CC[C@@]1(C)O (some centres undefined)	106	104	113	111	102	117	103	97
Cn1nc(-c2ccccc2)c2c(-c3ccccc3)onc2c1=O	15	43	52	47	13	26	-1.8*	24
CCN(CC)CCOc1ccc(/C=C(\C)C(C)=O)cc1	109	95	106	85	99	97	101	98
CCN(CC)CCN(C(=O)OCCOC(=O)N(CCN(CC)CC)c1cccc2sc3ccccc3c(=O)c12)c1cccc2sc3ccccc3c(=O)c12	103	93	85	105	96	97	111	87
COc1cc(-c2nn(C(C)(C)C)cc2-c2ccnc(NCCCNS(=O)(=O)c3ccc(Cl)cc3)n2)ccc1Cl	64	31	55	.	34	38	72	52
Cn1cc2c(c1)-c1nc(N)ncc1CC2	116	191	105	.	115	126	107	112
N#CCCn1ccc2ccccc21	96	100	108	112	65	107	113	99
COc1cccc(NC(=O)c2sc3nc(C)c(C(=O)c4ccccc4)cc3c2N)c1	62	115	92	92	64	45	30	70
C/C(=N/Nc1ccccc1)C(=O)O	100	79	75	116	11	28	60	78
O=C(O)c1ccc(P(=O)(O)O)c([N+](=O)[O-])c1	98	111	108	102	107	88	96	99
CNC(=S)C(=S)NC	108	109	106	109	110	92	107	91
CC(C)CSc1nc(NC2CC2)c(C#N)c(-c2ccc(F)cc2)n1	107	92	98	88	98	74	100	90
COc1ccc(C(=O)c2cc(OC)c(OC)c(OC)c2)cc1/C=C/C(=O)c1ccc(OC)c(OC)c1	8.4*	13	26	37	12	4.0*	20	17
COc1cccc(COc2ccc(NC(=O)Nc3ccccc3)cc2)c1	40	70	73	77	67	65	84	71
NCCCn1c2c(c3cc(-c4ccn[nH]4)ccc3c1=O)C(=O)c1ccccc1-2	63	-9.4*	68	77	7.0*	-2.6*	63	13
CCOC(=O)c1c2c(n3cccc(Cl)c13)C(=O)c1ncccc1C2=O	.	96	25	69	62	58	80	43
C=CC1=C(C)C2=NC1=CC1=NC(=CC3=C(C)C4=C(O)CC(=C5NC(=C2)C(C)C5CCC(=O)O)C4=N3)C(CC)=C1C (centres undefined)	108	59	87	.	44	43	94	105
N#Cc1c(N2CCNCC2)nc2sc3cccc(Cl)c3n2c1=N	100	86	69	99	96	.	93	80
Nc1cc(=O)[nH]c(=S)n1-c1ccccc1	102	100	106	99	101	107	108	93
C=CCc1c(N(C)c2ccc(OC)cc2)ncnc1-n1cnc2ccccc21	104	90	.	103	92	83	102	94
O=C(OCC1CCCO1)c1ccc([N+](=O)[O-])cc1 (centres undefined)	89	101	106	.	111	116	109	96
COc1ccc(-c2cc(C(=O)N3N=C(c4ccc(OC)c(OC)c4)CC3c3cc(-c4ccccc4)nn3-c3ccccc3)c3ccccc3n2)cc1 (centres undefined)	94	74	105	88	79	81	102	93
COc1ccc(C/C(C)=C(/c2ccc(OCCN3CCCCC3)cc2)c2ccc(OC(=O)NCc3ccccc3)cc2)cc1	-83*	-53*	-87*	-76*	-56*	-58*	-95*	-85*
O=[N+]([O-])c1cnc(N2CCN(c3ccc(C(F)(F)F)cc3)CC2)nc1N1CCN(c2ccc(C(F)(F)F)cc2)CC1	110	100	88	100	100	98	101	86
Ic1ccc(SSc2ccc(I)cc2)cc1	108	32	88	41	95	61	100	92
CN(C)c1ccc(-c2ccc(-c3ccc(C(=N)N)c(F)c3)s2)cc1	-84*	-19*	-78*	96	-34*	1.3*	-95*	-70*
Nc1ccccc1-c1cc2c(c3c1[nH]c1ccccc13)-c1ccccc1CC2	97	74	92	93	85	75	108	64
COc1ccccc1/C=C1\Oc2ccc(O)c(O)c2C1=O	101	85	95	90	96	100	93	88
Nc1ccc(O)c(O)c1	100	.	101	102	.	.	118	103
COc1cc2cc(Oc3ccc(NC(=O)c4ccc(Cl)c(C(F)(F)F)c4)cc3)c(C)nc2cc1OC	6.4*	18	48	21	15	37	26	25
CCOP(=O)(CCCc1cc2c(c(OC)c1OC)OCO2)OCC	98	104	98	99	104	93	103	106
NS(=O)(=O)c1ccc(N=C2NC(=O)/C(=C/c3cc4ccccc4nc3Cl)S2)cc1	101	108	101	108	111	99	104	90
NS(=O)(=O)c1ccc(-n2cc(-c3cccc(NC(=O)c4ccc(N5CCOCC5)c(C(F)(F)F)c4)c3)nn2)cc1	37	11	52	73	19	4.3*	63	37
Fc1ccc2[nH]cc(-c3nn4cc(-c5nccs5)nc4s3)c2c1	90	85	63	111	79	92	85	58
COc1ccc2cc(/C=C3\SC(=Nc4ccc(S(N)(=O)=O)cc4)NC3=O)c(Cl)nc2c1	92	109	96	94	116	118	102	95
O=C(/C=C/c1ccccc1)c1cccc(Nc2nc(Nc3ccccc3)nc(Nc3ccccc3)n2)c1	.	63	81	95	76	.	94	29
Cc1ccc(-c2ccc(/C=C(\C#N)c3nc(-c4ccco4)cs3)o2)cc1	-46*	95	93	103	95	90	99	15
Clc1ccc(CCc2ccc(Cl)cc2)cc1	102	107	104	116	98	104	106	100

Further records
SMILES	MDA-MB-468	MOLT-4	MDA-MB-231	BT-549	K-562	SR	MDA-MB-435	MCF7
Cc1cc(O)cc2c1[C@H]1CC[C@]3(C)C(=O)CC[C@H]3[C@@H]1C=C2	98	78	91	102	94	83	94	123
O=C1CC(c2nc3ccccc3s2)CN1c1ccc(Cl)cc1 (centres undefined)	103	93	74	.	100	85	104	81
CCOC(=O)Cn1c(-c2ccc(S(C)(=O)=O)cc2)nc2ccccc21	103	109	102	108	109	114	93	95
CCn1c2ccc(O)cc2c2c(C)c3c[n+](C(C)C)ccc3c(C)c21	-20*	22	45	9.0*	41	12	28	18
O=C(O)c1ccc(Nc2ncnc3c2cnn3-c2cccc(Br)c2)cc1	101	97	97	100	92	89	99	93
O=C(O)c1ncc(-c2ccc(C(F)(F)F)cc2)c(NC2CCCCCC2)n1	108	85	102	103	95	50	104	102
CCCCNCC1CCCO1 (centres undefined)	110	100	99	83	94	97	96	102
Nc1c(Br)cc2c([nH]c(=O)c3ccccc32)c1Br	75	77	74	109	97	65	106	71
CNc1ccccc1C#N	103	105	110	130	103	97	98	99
Cc1nn(-c2cc(=O)[nH]c3ccc(Cl)cc23)c(N)c1C#N	111	110	97	111	113	121	103	92
CCOC(=O)c1c2c(n(C)c1CSc1ccccc1)C=CC(=O)C2=O	30	58	89	84	24	39	97	73
COc1ccc([C@@H]2c3[nH]c4ccccc4c3C[C@H]3C(=O)N(C4CCN(Cc5c(F)cccc5F)CC4)CC(=O)N23)c(OC)c1	51	58	75	83	76	67	82	53
CCOC(=O)c1c(N)c(C#N)cn1Cc1ccc(Cl)cc1Cl	45	65	44	82	25	26	-7.5*	59
Cc1ccc2nc(COc3ccc(NC(=S)NC4CCCCC4)cc3)[nH]c2c1	115	67	101	90	93	101	113	75
COc1ccc(-c2csc(NC(=O)N3CCN(c4cc5c(cc4F)c(=O)c(C(=O)O)cn5C4CC4)CC3)n2)cc1	-3.0*	3.0*	.	-13*	12	15	3.7*	3.4*
Nc1nc(-c2cccc(Br)c2)nn1-c1nc2ccccc2s1	101	96	94	95	101	87	101	72
Cc1ccc(NC(=S)n2c(=O)cc(C)c3ccc(O)cc32)c(C)c1	113	103	102	97	105	115	107	103
O=C(Nc1ccc(N2CCOCC2)cc1)c1cncnc1Nc1ccc(OCc2ccccn2)c(Cl)c1	70	69	94	82	81	81	76	76
COC(=O)CC[C@H](N)C(=O)O	99[20 µM]	102[20 µM]	105[20 µM]	103[20 µM]	94[20 µM]	.	104[20 µM]	98[20 µM]
CC(O)C(NC(=O)OC(C)(C)C)C(=O)O (centres undefined)	115	100	119	111	101	96	112	91
COc1c(N2CC3CCCN(C(C)=O)C3C2)c(F)cc2c(=O)c(C(=O)N[C@H]3C(O)[C@@H](O)C(CO)O[C@H]3O)cn(C3CC3)c12 (some centres undefined)	98	116	103	115	103	108	105	101
COc1ccc2c(c1OC)CO[C@@H]2[C@H]1c2c(cc3c(c2OC)OCO3)CCN1S(=O)(=O)c1cn(C)cn1	17	27	30	38	11	24	-27*	17
N#C/C(=C\c1ccc(O)cc1)C(N)=O	94	105	109	110	98	115	103	97
Cc1cn(C(=O)/C(Cl)=C(/Cl)C(=O)O)c2ccccc12	108	103	96	111	98	101	109	108
O=c1[nH]c(O)c(/C=N/C(=S)Nc2ccccc2)c(=O)[nH]1	104	99	106	101	100	94	103	97
CC1CCc2c(sc(NC(=O)CSc3nnc4ccccn34)c2C(N)=O)C1 (centres undefined)	.	108	102	142	117	.	99	96
Cc1ccc(C(=O)NN2C(=O)CSC2c2ccccc2Cl)cn1 (centres undefined)	105	118	102	124	97	127	100	114
C=C1C(=O)O[C@H]2[C@H]1CC/C(COC(=O)OCCCCCOC(=O)OC/C1=C/CC[C@@]3(C)O[C@H]3[C@H]3OC(=O)C(=C)[C@@H]3CC1)=C\CC[C@@]1(C)O[C@@H]21	-38*	-7.5*	-87*	-73*	1.1*	-20*	-13*	-76*
